SRC1 inh: human NCOA1 inhibition | Q15788 | HEK293 GAL4-SRC1 luciferase reporter, luminescence | inhibition, % at 3.6 µM | actives 0.12% (n = 360,000);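 active means inhibition above the campaign mean plus 3 SD, with each screening campaign given its own cutoff, cut at about 60% in these data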;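 further: 0% = DMSO treated cells and 100% = gossypol at 36 µM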
TROY NFkB inh: TROY signaling inhibition; Q293 LMP1-TROYcd NF-kB luciferase reporter, 4 h; inhibition, % at 10 µM; actives 0.98% (n = 360,000); AID 1347056;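 active means compounds whose plate-normalised and pattern-corrected inhibition of the luciferase reporter signal at the single screening dose is 50% or more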
TWEAK Fn14 block: TWEAK-Fn14 signaling inhibition. TWEAK-stimulated Fn14 reporter cells, luciferase luminescence, 8 h. inhibition, % at 10 µM. actives 2% (n = 360,000); in the data active means inhibition above about 50%
NR5A2 inv ag: suppresses constitutive activity of human LRH-1. HEK293T StAR-luciferase reporter, LRH-1 transfected, 24 h. O00482. actives 0.13% (n = 360,000). inhibition, % at 3.6 µM;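 active means inhibition above the mean inhibition of all tested compounds plus 3 SD, cut at about 73% in these data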;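 further: 0% = DMSO wells and 100% = reporter-only cells lacking LRH-1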
Target sequence (O00482 whole entry, looked up): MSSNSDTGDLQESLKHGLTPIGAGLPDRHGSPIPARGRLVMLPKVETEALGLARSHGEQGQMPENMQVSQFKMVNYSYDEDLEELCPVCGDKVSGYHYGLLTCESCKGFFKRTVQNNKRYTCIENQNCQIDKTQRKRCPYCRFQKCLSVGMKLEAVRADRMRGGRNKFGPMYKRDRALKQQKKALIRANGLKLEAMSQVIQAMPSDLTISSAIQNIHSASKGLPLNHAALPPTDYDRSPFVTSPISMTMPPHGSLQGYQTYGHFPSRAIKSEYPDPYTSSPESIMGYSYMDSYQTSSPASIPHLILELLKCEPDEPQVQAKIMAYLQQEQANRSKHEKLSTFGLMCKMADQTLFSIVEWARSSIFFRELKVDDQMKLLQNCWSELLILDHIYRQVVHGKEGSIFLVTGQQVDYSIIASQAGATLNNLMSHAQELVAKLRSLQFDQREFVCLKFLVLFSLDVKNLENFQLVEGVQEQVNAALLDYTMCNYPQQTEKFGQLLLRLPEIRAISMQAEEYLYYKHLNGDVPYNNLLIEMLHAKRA
Shn3 3UTR inh: inhibitors of Schnurri-3 3'UTR reporter in osteoblasts | AID 588674 | Clone20 osteoblast Shn3 3'UTR firefly luciferase, 24 h | actives 0.52% (n = 360,000) | inhibition, % at 12.5 µM;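 active means mean inhibition of at least 75% with every replicate also reaching 75%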;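 further: 0% = median of neutral control wells and 100% = pilot-screen positive control compound; some compounds past the cut are filed as inactive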
LMP1 NFkB inh: reduces LMP1-driven NF-kappaB luciferase signal; LMP1-induced NF-kappaB luciferase reporter cells, luminescence; inhibition, % at 12.5 µM; AID 504558; actives 0.69% (n = 350,000); in the data active means inhibition above about 41%;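 further: 0% = neutral control wells and 100% = reference inhibitor control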
TRAIL sens C8: caspase-8 TRAIL sensitization. AID 624354. actives 1% (n = 360,000). inhibition (viability loss, TRAIL sensitization), % at 10 µM. NB7+C8 cells + TRAIL, ATPlite viability luminescence;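 active means compounds causing at least 50% loss of cell viability in the single-dose screen, relative to plate controls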
CF NFkB inh: blocks PAF-induced NF-kB reporter in cystic fibrosis cells. KKLEB NF-kB-GFP reporter, GFP fluorescence overnight. inhibition, % at 5 µM. actives 0.86% (n = 360,000);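 active means at least 50% inhibition at 5 µM, scaled per plate between neutral and stimulator controls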;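 further: PAF is a Pseudomonas aeruginosa culture filtrate used as stimulus; plate controls were PAF-stimulated DMSO wells for no effect and unstimulated DMSO wells for full effect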
COUP-TFII inh: blocks human COUP-TFII nuclear receptor; HEK293T NGFI-A luciferase reporter, luminescence; P24468; inhibition, % at 8.6 µM; actives 0.7% (n = 370,000);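 active means inhibition above a per-plate cutoff, mean inhibition of test wells between control levels plus 3 SD, cut at about 38% in these data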;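 further: cells cotransfected with COUP-TFII expression vector driving the NGFI-A reporter; 0% = median of COUP-TF2 test wells and 100% = reporter-only cells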
Target sequence (P24468 whole entry, looked up): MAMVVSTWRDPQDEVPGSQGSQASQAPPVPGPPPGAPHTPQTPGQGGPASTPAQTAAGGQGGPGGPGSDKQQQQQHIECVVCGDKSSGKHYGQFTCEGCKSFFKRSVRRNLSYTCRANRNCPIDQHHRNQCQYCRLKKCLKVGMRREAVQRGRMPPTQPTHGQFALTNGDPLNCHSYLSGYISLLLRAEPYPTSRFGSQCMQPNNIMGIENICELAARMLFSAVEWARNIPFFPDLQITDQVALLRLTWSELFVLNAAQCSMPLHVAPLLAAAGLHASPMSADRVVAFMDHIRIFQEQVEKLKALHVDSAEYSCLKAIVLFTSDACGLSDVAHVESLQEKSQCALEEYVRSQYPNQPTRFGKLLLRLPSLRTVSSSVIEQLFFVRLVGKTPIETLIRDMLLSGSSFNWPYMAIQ
SRC3 inh: human NCOA3 inhibition; Q9Y6Q9; HEK293 GAL4-SRC3 luciferase reporter, luminescence; inhibition, % at 3.6 µM; actives 0.17% (n = 360,000); AID 588352;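 active means inhibition above a per-campaign cutoff, the mean of all compounds plus 3 SD, cut at about 60% in these data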;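 further: 0% = DMSO-treated cells and 100% = gossypol-treated cells at 36 µM; higher means less SRC3-driven luciferase light from the GAL4 reporter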
KKLEB cytotox: reduces viability of KKLEB cystic fibrosis airway cells | activity change (cytotoxicity), % at 5 µM | AID 602141 | actives 0.36% (n = 360,000) | KKLEB CF airway cells viability, ATPlite luminescence, overnight; active compounds read low; cells stimulated with P. aeruginosa culture filtrate;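 active means corrected activity change at or below -50% at 5 µM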
Active calls of the source: *; · = not tested or not shown.

(1) Cc1ccc2nc(C)c3c(c2c1)N(c1ccccc1)CC3
(2) COc1cccc2c(=O)c3ccccc3oc12
(3) O=C(NCc1ccco1)c1cc(-c2cccc(Cl)c2)on1
(4) O=C(Cn1nc(C(F)(F)F)c2c1CCCC2)Nc1ccc2c(c1)OCO2
(5) COc1ccc(CNC(=O)CN2C(=O)NC3(CCCCCC3)C2=O)cc1OC
(6) COCc1c(C(=O)OCc2nc(N)nc(Nc3ccccc3C)n2)oc2ccccc12
(7) CN1C(=O)C(CC(=O)Nc2ccccc2F)N(NC(=O)c2ccc(Br)cc2)C1=S (stereo unspecified)
(8) COc1cccc(-c2nn3c(-c4cccc(C)c4)nnc3s2)c1
assay / entry,1,2,3,4,5,6,7,8
TROY NFkB inh,-21,-26,-65,-1,2,6,-12,-20
KKLEB cytotox,-8,10,6,10,15,-12,0,-6
Shn3 3UTR inh,31,-8,-2,-16,-21,-6,13,-21
TWEAK Fn14 block,-69,-21,2,-3,7,-7,-13,-58
CF NFkB inh,-38,-24,-28,1,15,4,-6,-8
NR5A2 inv ag,35,-33,-34,21,2,6,14,4
TRAIL sens C8,23,5,-5,4,-1,5,0,0
LMP1 NFkB inh,11,-8,-25,-4,-3,-14,-2,-8
COUP-TFII inh,20,-14,-5,3,4,14,-15,-14
SRC3 inh,19,-35,-48,-13,-6,-12,0,-2
SRC1 inh,-13,-36,-38,-8,4,-3,6,-20

Record cards, as listed above:
Results for `COc1ccc(CNC(=O)CN2C(=O)NC3(CCCCCC3)C2=O)cc1OC` → TROY NFkB inh = 2; KKLEB cytotox = 15; Shn3 3UTR inh = -21; TWEAK Fn14 block = 7; CF NFkB inh = 15; NR5A2 inv ag = 2; TRAIL sens C8 = -1; LMP1 NFkB inh = -3; COUP-TFII inh = 4; SRC3 inh = -6; SRC1 inh = 4
Results for `COc1cccc2c(=O)c3ccccc3oc12` → TROY NFkB inh = -26; KKLEB cytotox = 10; Shn3 3UTR inh = -8; TWEAK Fn14 block = -21; CF NFkB inh = -24; NR5A2 inv ag = -33; TRAIL sens C8 = 5; LMP1 NFkB inh = -8; COUP-TFII inh = -14; SRC3 inh = -35; SRC1 inh = -36
Results for `Cc1ccc2nc(C)c3c(c2c1)N(c1ccccc1)CC3` → TROY NFkB inh = -21; KKLEB cytotox = -8; Shn3 3UTR inh = 31; TWEAK Fn14 block = -69; CF NFkB inh = -38; NR5A2 inv ag = 35; TRAIL sens C8 = 23; LMP1 NFkB inh = 11; COUP-TFII inh = 20; SRC3 inh = 19; SRC1 inh = -13

Going on with the list:
(9) C(=N\N1CCOCC1)/c1cn(-c2ccccc2)nc1-c1ccccc1
(10) CSc1ccccc1C(=O)NC1CCCCC1
(11) COC(=O)CCCCC1SCC(NC(=O)c2ccccc2)C1OC(C)=O (stereo unspecified)
(12) CSc1nnc(CSc2cc(C)nc(N(C)C)n2)o1
(13) COc1ccc(-c2csc(Nc3cc(C)ccn3)n2)cc1C
(14) COCCNc1nc(SCC(=O)N2CCN(c3ccccc3OC)CC2)nc2ccccc12
(15) CC1=C(C(N)=O)C(c2ccc3c(c2)OCO3)n2nc(-c3cccc(C)c3)nc2N1 (stereo unspecified)
(16) Cc1ccc(N2C(=O)N(CC(=O)Nc3cccc([N+](=O)[O-])c3C)C(=O)C2C)cc1 (stereo unspecified)
assay / entry,9,10,11,12,13,14,15,16
TROY NFkB inh,-8,-4,8,-3,-11,-16,-15,-23
KKLEB cytotox,5,7,-6,-15,10,-1,7,13
Shn3 3UTR inh,-17,-24,4,10,-24,17,-26,-8
TWEAK Fn14 block,-6,-8,3,-14,36,7,-41,-14
CF NFkB inh,2,-20,13,9,-15,-7,8,5
NR5A2 inv ag,-4,9,1,-9,-62,-6,-43,-5
TRAIL sens C8,-2,6,0,5,13,-16,-8,10
LMP1 NFkB inh,-12,-20,5,11,-1,15,13,1
COUP-TFII inh,-29,18,-16,-13,8,11,19,-35
SRC3 inh,2,-16,8,16,-51,7,10,-31
SRC1 inh,-13,-5,-6,-14,-30,3,-17,-20

(17) Cc1ccc2[nH]c3c(NCCCN4CCCC4=O)ncnc3c2c1
(18) S=c1[nH]nc(-c2ccco2)n1-c1ccc(Cl)cc1
(19) O=C(NCc1ccccc1CN1CCCC1)c1ccc(Cl)c(S(=O)(=O)N2CCCC2)c1
(20) CCOC(=O)C1CCN(C(=O)c2ccc(NS(=O)(=O)c3ccc4[nH]c(=O)[nH]c4c3)cc2)CC1
(21) CC1CCC(C(C)C)C(OC(=O)C[n+]2cc(-c3ccc(Cl)cc3)n3c2CCC3)C1 (stereo unspecified)
(22) CC(NS(C)(=O)=O)C(c1cccs1)N1CCN(c2ccccc2)CC1 (stereo unspecified)
(23) O=C(NCc1ccncc1)C(=O)NCC(c1ccco1)N1CCN(c2ccccc2)CC1 (stereo unspecified)
(24) CC1(C)C2CC=C(/C=N/NC(=O)C3CC3)C1C2 (stereo unspecified)
assay / entry,17,18,19,20,21,22,23,24
TROY NFkB inh,-48,-2,4,-3,55*,-2,14,-21
KKLEB cytotox,3,2,-3,-2,-25,6,-14,12
Shn3 3UTR inh,-3,-13,-5,5,16,1,5,4
TWEAK Fn14 block,-4,-2,-8,-2,18,3,2,-15
CF NFkB inh,-12,0,8,1,20,-17,13,-4
NR5A2 inv ag,-41,1,-9,15,-1,15,-11,-1
TRAIL sens C8,-5,-2,4,-8,10,10,-7,-4
LMP1 NFkB inh,11,-12,-6,0,6,4,4,-8
COUP-TFII inh,-17,3,7,2,3,-5,-2,22
SRC3 inh,-27,1,-14,4,-9,16,10,7
SRC1 inh,-6,6,-4,-2,7,-1,-20,10

(25) COc1ccc(Cl)cc1C(=O)NN=C1CCCC1
(26) Cc1ccc(S(=O)(=O)Nc2ccc3c(c2)nc(CCN2CCCC2)n3C)cc1
(27) O=[N+]([O-])c1ccc(N2CCN(C(=S)Nc3cccc(F)c3)CC2)cc1
(28) COc1cc(S(=O)(=O)N(Cc2ccccn2)Cc2ccco2)ccc1-n1cnnn1
(29) Cc1ccc(-n2cccn2)c([C@@H]2C[C@H]3CN(C)C(=O)[C@]34CCCN24)c1
(30) CCOC(=O)NC(=S)Nc1cccc(NC(=S)NC(=O)OCC)c1
(31) Cc1cccc(CN2CCN(C3CN(Cc4cn(Cc5ccc(F)cc5)nn4)S(=O)(=O)C3)CC2)c1 (stereo unspecified)
(32) CCCC(CCC)C(=O)Nc1c[nH]c(=O)[nH]c1=O
assay / entry,25,26,27,28,29,30,31,32
TROY NFkB inh,1,-12,20,-10,7,14,0,-14
KKLEB cytotox,-2,32,6,-10,13,8,·,-1
Shn3 3UTR inh,-9,10,35,-2,-3,-8,·,-21
TWEAK Fn14 block,11,8,17,-24,22,-4,10,4
CF NFkB inh,-16,-4,2,16,0,-1,·,14
NR5A2 inv ag,1,4,27,-7,-18,9,-4,-2
TRAIL sens C8,-15,16,-11,3,-2,0,8,-18
LMP1 NFkB inh,6,1,-3,3,3,-2,·,-2
COUP-TFII inh,5,-21,20,-2,12,-14,9,-26
SRC3 inh,-5,20,9,-9,13,5,·,9
SRC1 inh,1,-13,-13,-6,-2,-7,·,-36

(33) CCS(=O)(=O)N1CCC(C(=O)NCc2cc(OC)ccc2OC)CC1
(34) CCNC(=O)/C(=C\c1ccc2c(c1)OCO2)NC(=O)c1ccc(Br)cc1
(35) Cc1cn([C@H]2C[C@H](O)[C@@H](CNCc3cnc(N4CCOCC4)nc3)O2)c(=O)[nH]c1=O
(36) O=C(NNC(=O)c1cccs1)c1ccc(Cl)c(S(=O)(=O)N2CCCC2)c1
(37) COc1cccc(C(=O)Nc2cc(C)on2)c1
(38) Cc1ccc(Cn2c(SCC(=O)NCC3CCCO3)nc3c2c(=O)n(C)c(=O)n3C)cc1 (stereo unspecified)
(39) Cc1nn(Cc2ccc(Cl)cc2)c(C)c1N
(40) Cc1ccccc1CC(=O)NC1CCN(C)CC1
assay / entry,33,34,35,36,37,38,39,40
TROY NFkB inh,-15,-8,-3,2,-44,2,-34,13
KKLEB cytotox,11,2,-2,-24,1,-6,2,5
Shn3 3UTR inh,-37,15,-13,16,-45,-1,-9,1
TWEAK Fn14 block,-8,0,-4,0,-1,2,-13,-5
CF NFkB inh,-3,9,-11,20,-27,-46,-6,2
NR5A2 inv ag,-25,12,-20,-6,-98,-5,24,3
TRAIL sens C8,6,-20,4,13,26,-15,-19,-11
LMP1 NFkB inh,-3,-11,-2,0,-6,-10,4,0
COUP-TFII inh,2,12,-9,6,-35,-8,-16,-12
SRC3 inh,14,11,-10,-1,-73,-2,-9,2
SRC1 inh,0,-3,8,5,-87,4,-7,-3

Two records drawn at random from the list so far, as already listed:
(39) Cc1nn(Cc2ccc(Cl)cc2)c(C)c1N
(33) CCS(=O)(=O)N1CCC(C(=O)NCc2cc(OC)ccc2OC)CC1
assay / entry,39,33
TROY NFkB inh,-34,-15
KKLEB cytotox,2,11
Shn3 3UTR inh,-9,-37
TWEAK Fn14 block,-13,-8
CF NFkB inh,-6,-3
NR5A2 inv ag,24,-25
TRAIL sens C8,-19,6
LMP1 NFkB inh,4,-3
COUP-TFII inh,-16,2
SRC3 inh,-9,14
SRC1 inh,-7,0

Further structures
(41) Cc1cc(C(=O)CN2C(=O)C3CC=CCC3C2=O)c(C)n1-c1ccccc1 (stereo unspecified)
(42) COc1cc(CN2C[C@@H](CO)O[C@@H](n3cnc4c(NCc5ccncc5)ncnc43)C2)cc(OC)c1OC
(43) O=C(NC(c1ccc(F)cc1)c1ccc2ccccc2n1)C1CCN(Cc2ccc(Oc3ccccc3)cc2)CC1 (stereo unspecified)
(44) CCOC(=O)c1c(C)nn(-c2ncccc2NC(=O)CCC(=O)O)c1C
(45) O=C(CC1SC(N2CCCCC2)=NC1=O)Nc1cccc(C(=O)N2CCCC(C(F)(F)F)C2)c1 (stereo unspecified)
(46) C=CCc1c(C)nc2c(OC)cccc2c1Cl
(47) Cc1cccc(CN2CCC(CNC(=O)CCNC(=O)Cn3ccc4ccccc4c3=O)CC2)c1
(48) COc1cccc(-n2c(CCn3nc(C)c([N+](=O)[O-])c3C)n[nH]c2=S)c1
(49) CCN1C(=O)[C@H]2[C@@H](c3ccc(-c4ccc5c(c4)OCO5)c(OC)c3)N[C@@](C)(C(=O)OC)[C@H]2C1=O
(50) COc1ccc(-c2n[nH]c(=S)n2Cc2ccccc2)cc1
(51) O=C(OCc1ccc(Cl)cc1)c1cnccn1
assay / entry,41,42,43,44,45,46,47,48,49,50,51
TROY NFkB inh,-15,2,8,0,10,-63,-2,8,-8,2,-14
KKLEB cytotox,-8,-11,-19,-8,2,-9,-13,12,-7,0,10
Shn3 3UTR inh,-110,-10,20,-5,-6,-4,12,13,2,7,-14
TWEAK Fn14 block,56*,28,15,13,3,-6,-7,5,-6,10,-2
CF NFkB inh,-4,6,26,-18,17,-4,20,-8,4,14,-1
NR5A2 inv ag,-85,4,-10,1,1,-2,-19,-1,10,6,8
TRAIL sens C8,63*,-7,31,-5,-11,4,-14,1,0,14,-6
LMP1 NFkB inh,-8,·,·,·,-5,-10,18,10,2,4,-4
COUP-TFII inh,-32,8,9,2,2,-19,-9,-6,3,16,13
SRC3 inh,-50,-13,-25,2,-14,10,2,12,5,9,-14
SRC1 inh,-100,18,7,-45,4,-19,-13,-2,7,-10,-14

Bioassay records (PubChem BioAssay)

Only part of the results is shown. The share of hits here may be higher or lower than overall.
